# MmCpn inh = inhibitors of Methanococcus maripaludis chaperonin (MmCpn); purified Mm-Cpn ATPase, ADP Transcreener TR-FRET; AID 504842; Potency, µM (titrated, usually from 76.9 µM), for inactives: at the top dose activity, negative = inhibition, actives largely listed as inhibitors; actives 0.031% (n = 330,000); also: potency is read from the fitted curve at half-maximal effect; % is scaled to controls: 0 for no effect and ±100 for the full control effect; nearly all actives have a fitted effect of over 80% in size
#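 Inhibition of chaperonin ATP hydrolysis is measured as reduced ADP production, detected by competitive TR-FRET in which signal falls with ADP. Final enzyme 25 nM and ATP 10 uM, reacted 30 min at 37°C.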
# CCT modulator = modulators of cytosolic chaperonin (CCT/TRiC) activity. purified chaperonin ATPase assay, HTRF ADP detection, 30 min. activity change, % (test concentration not listed), hits read low. actives 0.3% (n = 360,000). AID 651819; in the data active = activity change below about -30%; also: % is scaled to controls: 0 for no effect and ±100 for the full control effect
#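 Enzyme 40 or 20 nM (batch-dependent) in Tris pH 7.4/KCl/MgCl2/DTT; cpd 76 uM single point; ATP 10 uM; 30 min 37 °C; Transcreener ADP HTRF detection, 30 min RT; ratio 665/615.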
# EPAC2 antag = antagonists of human EPAC2; EPAC2 GEF exchange of Rap1B-BODIPY-GDP, fluorescence; actives 0.18% (n = 360,000); AID 720708; Potency, µM (top dose mostly 114 µM), without a hit: top-dose activity, negative = inhibition, usual class: inhibitors; also: potency is read from the fitted curve at half-maximal effect; % is scaled to controls: 0 for no effect and ±100 for the full control effect; nearly all actives have a fitted effect of over 45% in size; many of its hits are not listed in these tables
# WRN inhibitor = WRN helicase (human) inhibition | Q14191 | WRN helicase unwinding, fluorescent forked duplex, kinetic | Potency, µM (series often up to 114 µM), inactives show at the highest dose activity change, negative = inhibition, hits mostly inhibitors | actives 0.46% (n = 360,000); also: potency is read from the fitted curve at half-maximal effect; % is scaled to controls: 0 for no effect and ±100 for the full control effect; nearly all actives have a fitted effect of over 55% in size
#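 Screening of the MLSMR collection measured strand separation of a quenched forked DNA duplex (100 nM) by 20 nM WRN with 2 mM ATP, all final. Compounds were preincubated with enzyme 15 min at room temperature.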
# EPAC1 antagonist = blocks human EPAC1 exchange factor; EPAC1 GEF assay, Rap1b-BODIPY-GDP exchange fluorescence; actives 0.14% (n = 360,000); Potency, µM (series often up to 115 µM), inactives show top-dose activity change, negative = inhibition, usual class: inhibitors; AID 720709; O95398;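 also: potency is read from the fitted curve at half-maximal effect; plate controls were vehicle for no effect and positive control for full effect; nearly all actives have a fitted effect of over 50% in size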
# PI5P4Ka inh = blocks human PI5P4K alpha kinase activity. P48426. PI5P4Kalpha enzyme, ADP-Glo luminescence, 60 min; hits give low values. max response, %. actives 1.2% (n = 330,000). AID 652105; active = max response of -50% or lower; inconclusive = between -30% and -50%; inactive = -30% or higher; also: value at the top dose of about 77 µM; % is scaled to controls: 0 for no effect and ±100 for the full control effect
# Target sequence (P48426 whole entry, looked up): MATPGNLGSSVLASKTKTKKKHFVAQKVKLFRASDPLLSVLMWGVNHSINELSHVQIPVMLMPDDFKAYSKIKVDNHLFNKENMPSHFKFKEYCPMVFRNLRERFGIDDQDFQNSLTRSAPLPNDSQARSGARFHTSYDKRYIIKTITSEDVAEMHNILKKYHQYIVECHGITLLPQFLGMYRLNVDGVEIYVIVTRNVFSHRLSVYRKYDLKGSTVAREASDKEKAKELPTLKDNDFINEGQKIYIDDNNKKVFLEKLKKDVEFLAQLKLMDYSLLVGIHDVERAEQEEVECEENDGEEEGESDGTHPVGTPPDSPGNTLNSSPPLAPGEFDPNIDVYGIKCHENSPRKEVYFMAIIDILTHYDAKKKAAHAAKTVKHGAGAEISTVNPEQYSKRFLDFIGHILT
#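 ADP-Glo luminescence end-point read after a 60 min room-temperature kinase reaction of PI5P4Kalpha plus substrate, initiated with ATP at 5 microM final. Buffer: 0.038 M HEPES pH 7.4, EGTA, 0.1% CHAPS, 5% DMSO.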
# PLK1 PBD block = inhibitors of human PLK1 polo-box domain binding; Plk1 PBD binding of FITC phosphopeptide, fluorescence polarization; Potency, µM, for the others: max response, negative = inhibition, most hits filed as inhibitors; actives 2.8% (n = 360,000); AID 720504; also: potency is read from the fitted curve at half-maximal effect; series mostly up to about 57 µM; % is scaled to controls: 0 for no effect and ±100 for the full control effect; nearly all actives have a fitted effect of over 65% in size
# Target sequence (P53350 whole entry, looked up, the tested form may be a part): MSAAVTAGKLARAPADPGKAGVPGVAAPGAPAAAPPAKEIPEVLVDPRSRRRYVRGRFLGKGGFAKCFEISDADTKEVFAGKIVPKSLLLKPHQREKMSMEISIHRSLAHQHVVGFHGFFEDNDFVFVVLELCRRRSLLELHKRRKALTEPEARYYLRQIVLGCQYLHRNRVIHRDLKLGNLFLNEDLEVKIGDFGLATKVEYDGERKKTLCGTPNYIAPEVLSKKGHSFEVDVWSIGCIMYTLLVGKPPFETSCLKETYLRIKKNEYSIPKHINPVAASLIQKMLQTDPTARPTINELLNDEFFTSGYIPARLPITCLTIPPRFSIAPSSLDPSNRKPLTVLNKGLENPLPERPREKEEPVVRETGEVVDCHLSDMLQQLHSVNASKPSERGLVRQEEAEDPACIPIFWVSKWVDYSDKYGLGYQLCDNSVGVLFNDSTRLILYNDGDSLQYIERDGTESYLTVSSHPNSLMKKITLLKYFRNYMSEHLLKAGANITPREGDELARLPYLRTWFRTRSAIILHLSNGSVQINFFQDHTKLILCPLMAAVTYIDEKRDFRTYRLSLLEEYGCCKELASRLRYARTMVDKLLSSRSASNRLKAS
# EPAC1 agonist = activates human EPAC1 exchange factor; actives 0.073% (n = 360,000); O95398; EPAC1 agonist qHTS, biochemical assay; response scale: 100% = response to 6.5 mM cAMP; Potency, µM (top dose mostly 154 µM), inactives show at the top dose activation, hits mostly activators; AID 720707; also: potency is read from the fitted curve at half-maximal effect; nearly all actives have a fitted effect of over 60% in size
#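 Nucleotide exchange assay: 100 nM EPAC1 with 250 nM Rap1B loaded with BODIPY-GDP and 50 uM GDP, room temperature. Fluorescence (480/540 nm) read every 5 min for 30 min; signal change normalized to 6.5 mM cAMP as full agonist.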
# An asterisk follows results filed as active; ? = inconclusive; / = not tested or not shown; [ ] = another dose, or the depositor's remark. Unless noted, calls follow the shape of the dose curve; as a rule, active = well fitted curve in the direction sought with a large enough effect; inconclusive = small, poorly fitted or top-dose-only effect, or another doubt; inactive = no such curve, though single readings can be large; an effect the other way counts as inactive or inconclusive. The list is partial. The share of hits here may be higher or lower than overall.
# Order of values – EPAC2 antag, PI5P4Ka inh, PLK1 PBD block, EPAC1 agonist, MmCpn inh, WRN inhibitor, EPAC1 antagonist, CCT modulator
> O=C(Cc1cccs1)N1CCC(c2nc3c(nnn3Cc3ccccc3Cl)c(=O)[nH]2)CC1
 : -8%, /, -15%, -2%, ?, -18%, -8%, -2.9
> CCOc1ccc(OCC(=O)c2c(O)c3ccccc3oc2=O)cc1
 : -16%, -20, ?, 3%, 0%, -8%, -6%, -2.5
> CCOC(=O)c1[nH]c2ccccc2c1NC(=O)CCN1CC(C)OC(C)C1 (stereo not given)
 : -2%, 7, -5%, 9%, 3%, -3%, -10%, -1.3
> COc1cccc(OC)c1C(=O)NC(=S)NCc1ccco1
 : 1%, 5, -12%, 4%, -2%, 2%, 11%, -6.1
> O=C(c1coc(=O)c2ccccc12)N1CCN(Cc2ccccc2)CC1
 : -3%, -2, -8%, -1%, -1%, -1%, 21%, -0.9
> O=C(NCc1ccco1)c1ccc2c(c1)N(Cc1ccc(Cl)cc1)CCS2
 : -6%, 1, -7%, 16%, -25%, -35%, ?, 0.5
> Cc1cccc(NC(=O)CSCC(=O)N2CCN(C(=O)c3ccco3)CC2)c1
 : 13%, 8, 0%, -5%, 0%, 1%, 7%, -0.8
> COc1ccc(Cc2nnc(Nc3ccc(C)cc3C)[nH]c2=O)cc1
 : -3%, /, -2%, 3%, 2%, 4%, -2%, -1.0
> O=C(NCCOCCNC(=O)OCc1ccccc1)OCc1ccccc1
 : 6%, -1, -9%, 0%, -5%, -6%, -6%, -0.2
> COc1ccccc1CNC(=O)C(Cc1c[nH]c2ccccc12)NC(=O)OCc1ccccc1 (stereo not given)
 : 1%, 6, -2%, 3%, 0%, -27%, -20%, 0.3
> O=C(CN(CC1CCCO1)C(=O)CNS(=O)(=O)c1ccc(F)cc1)NC1CCCC1 (stereo not given)
 : 9%, -2, -12%, 8%, -3%, 2%, -4%, -1.2
> Cc1cc(NS(=O)(=O)c2ccc(NC(=O)C(F)(F)F)cc2)nc(C)n1
 : -2%, -2, -22%, 6%, 0%, 14%, -4%, -1.6
> O=C(NCCN1CCN(S(=O)(=O)c2ccc(F)cc2)CC1)C(=O)NCc1ccccc1
 : 3%, -1, -8%, 6%, 3%, 7%, -1%, -1.1
> O=C(Nc1ccc(S(=O)(=O)Nc2nccs2)cc1)C(F)(F)F
 : -9%, 0, -9%, -9%, /, 1%, 9%, -2.4
> O=C1N[C@@H](c2ccccc2)COC(=O)[C@@H](Cc2ccc(F)cc2)CC/C=C/C[C@@H]1CC(=O)N(CCO)Cc1ccccc1
 : 0%, -4, 4%, 1%, 1%, -3%, -19%, 0.6
> COc1cccc(C2c3c(oc4ccc(F)cc4c3=O)C(=O)N2CCN2CCOCC2)c1OC (stereo not given)
 : -8%, -3, -15%, -2%, -3%, -7%, -22%, -1.0
> CC1(C)C2CCC(C2)C1(C)NC(=O)CNCC1CCCCC1 (stereo not given)
 : -2%, 11, -5%, -8%, -2%, -1%, -4%, -4.7
> CCOc1cc(CN2CCC(CO)(Cc3cccc(C(F)(F)F)c3)CC2)ccc1OC
 : 10%, 4, 7%, -5%, 2%, 7%[57.1 µM], -7%, 0.3
> O=C(Cn1cnc2ccccc2c1=O)NCCC(=O)N1CCN(c2ccccc2)CC1
 : -4%, /, -8%, 15%, 1%, 5%, -11%, 1.0
> CCOc1ccc(C(=O)OC(C)CN2CCN(C)CC2)cc1 (stereo not given)
 : -3%, -2, -4%, 4%, 0%, -7%, -10%, -3.5
> O=C(CSc1nc(-c2ccccc2)c(-c2ccccc2)o1)NCCCO
 : -14%, -3, -11%, 7%, -17%, -11%, -18%, -0.6
> CCOc1cc(-c2cc(-c3ccc(N)cc3)nc(N)c2C#N)ccc1O
 : 11%, ?, -24%, -17%, -5%, -8%, -20%, 1.4
> CC(=O)CSc1nnc(-c2ccc3c(c2)OCO3)o1
 : 0%, -6, -6%, 1%, -1%, -3%, -7%, 0.2
> Cc1ccc(S(=O)(=O)c2nnn3c2nc(N2CCC(C(N)=O)CC2)c2ccccc23)cc1
 : -8%, -2, -6%, 15%, 0%, -1%, 0%, -1.5
> COc1cc(NC(=O)CSCc2cnn(-c3ccccc3)c2-n2cccc2)cc(OC)c1
 : 2%, -9, -6%, 0%, -2%, -6%, 4%, 0.0
> Cc1cc(C)cc(NC(=O)CCCn2nc(C)c3c(C)n(-c4ccccc4)nc3c2=O)c1
 : 5%, 3, -1%, -14%, 2%, -6%, ?, -2.0
> COc1cc(C2CC(=O)N(CC(=O)NCC3CCCO3)c3ccccc3S2)cc(OC)c1OC (stereo not given)
 : -7%, 6, -5%, -4%, 0%, 0%, -20%, 1.0
> Cc1noc(C)c1S(=O)(=O)N1CCCC(C(=O)NCCc2ccc(Cl)cc2)C1 (stereo not given)
 : -3%, 1, -14%, 9%, 1%, 3%, -14%, -1.7
> Cn1c(=O)cc(SCC(=O)Nc2cccnc2)c2ccccc21
 : 8%, 3, -14%, 5%, 4%, 7%, 2%, -1.3
> COc1cccc(N2CCN(c3ccc4nnc(CCC(=O)Nc5cc(C)ccn5)n4n3)CC2)c1
 : -3%, -7, -22%, 2%, -1%, 8%, -4%, -3.5
> CCOc1ccc(C(=O)c2cccs2)cc1
 : -1%, 2, ?, 6%, 0%, -18%, -7%, -2.4
> CC1CC1C(=O)OCC(=O)Nc1cccc([N+](=O)[O-])c1 (stereo not given)
 : 5%, -7, -5%, 0%, 1%, 11%, -20%, -1.0
> Cc1[nH]c2ccccc2c1/C=N/NC(=O)c1cccc(S(=O)(=O)Nc2cccc(C(F)(F)F)c2)c1
 : -6%, -23, -13%, -11%, -5%, -16%, ?, -6.0
> c1ccc(-c2cc3nc(NCC4CC4)nc(NCC4CCCCC4)c3s2)cc1
 : 13%, /, -4%, -3%, /, 2%, -18%, -2.2
> O=C(c1ccccc1)c1n[nH]c(-c2ccccc2)cc1=O
 : 0%, -7, -15%, -5%, -1%, 8%, -5%, 0.0
> Cc1ccc(NC(=O)CCCC(=O)O)c(Br)c1
 : 8%, 1, -2%, 2%, -1%, 2%, -2%, -3.7
> Cc1ccccc1Cn1nc(C)c(NC(=O)C2(C)CC2(Cl)Cl)c1C (stereo not given)
 : 1%, -11, -5%, 0%, 4%, 10%, -14%, -0.5
> CCN(CC)S(=O)(=O)c1ccc(Cl)c(NC(=O)CSc2nnc(-c3cccs3)o2)c1
 : -7%, -27, 1%, -4%, -5%, -5%, -3%, 2.8
> CCOC(=O)N1CCN(C(=O)c2c[nH]c3ccc(S(=O)(=O)N(C)c4cccc(C)c4)cc3c2=O)CC1
 : -9%, -3, 0%, -1%, 1%, -6%, 4%, 0.4
> Cc1ccc(-c2csc(Nc3ccccn3)n2)cc1
 : -6%, 4, -4%, 6%, -10%, -3%, -12%, -2.6
> Cn1c(C(=O)NCCc2c[nH]c3ccccc23)cc2sccc21
 : -25%, 5, -2%, 6%, 0%, -15%, -16%, 2.1
> COc1ccc(N=Cc2c(OC)ccc3ccccc23)cc1
 : -24%, -2, -3%, -3%, /, 5%, 2%, -2.6
> CN(Cc1ccccc1)C(=O)COC(=O)c1c[nH]c2ccccc12
 : -15%, -10, -14%, 8%, /, 5%, 2%, -1.4
> COCCCNC(=O)c1cc(S(=O)(=O)N2CCC3(CC2)OCCO3)ccc1F
 : -10%, -2, 6%, -4%, /, -3%, 9%, 1.0
> Cn1c(CCNC(=O)c2ccc(Cl)c(Cl)c2)nnc1SCc1ccc(Cl)c(Cl)c1
 : 1%, /, -3%, -4%, -1%, -1%, 6%, 1.4
> O=C(N1CCCCC1)N1CCN(S(=O)(=O)c2ccccc2)CC1
 : -6%, 0, -12%, 1%, -7%, -4%[57.1 µM], 18%, -3.4
> O=C(CCNC(=O)c1ccc(Br)cc1)Nc1ccccc1N1CCOCC1
 : 7%, 7, 0%, ?, 1%, -3%, -16%, 4.3
> CCCSc1nnc2n(N)c(=O)c3ccccc3n12
 : -2%, -1, -2%, -2%, 1%, 1%, -10%, -3.8
> O=C(NNC(=O)c1cc([N+](=O)[O-])ccc1Cl)c1cccnc1
 : 10%, -2, -2%, -3%, 1%, -1%, 25%, 1.4
> Cc1ccc(/C=N/n2c(-c3ccncc3)n[nH]c2=S)cc1
 : 0%, -25, -21%, 7%, 0%, -8%, -12%, -0.9
> CCCCCCN1C=C/C(=C\C=C(C#N)C#N)c2ccccc21
 : -12%, -18, 2%, 4%, -1%, ?, -11%, -2.6

# Filtered by structure: those above with a Cl atom
# Order of values – EPAC2 antag, PI5P4Ka inh, PLK1 PBD block, EPAC1 agonist, MmCpn inh, WRN inhibitor, EPAC1 antagonist, CCT modulator
> O=C(Cc1cccs1)N1CCC(c2nc3c(nnn3Cc3ccccc3Cl)c(=O)[nH]2)CC1
 : -8%, /, -15%, -2%, ?, -18%, -8%, -2.9
> O=C(NCc1ccco1)c1ccc2c(c1)N(Cc1ccc(Cl)cc1)CCS2
 : -6%, 1, -7%, 16%, -25%, -35%, ?, 0.5
> Cc1noc(C)c1S(=O)(=O)N1CCCC(C(=O)NCCc2ccc(Cl)cc2)C1 (stereo not given)
 : -3%, 1, -14%, 9%, 1%, 3%, -14%, -1.7
> Cc1ccccc1Cn1nc(C)c(NC(=O)C2(C)CC2(Cl)Cl)c1C (stereo not given)
 : 1%, -11, -5%, 0%, 4%, 10%, -14%, -0.5
> CCN(CC)S(=O)(=O)c1ccc(Cl)c(NC(=O)CSc2nnc(-c3cccs3)o2)c1
 : -7%, -27, 1%, -4%, -5%, -5%, -3%, 2.8
> Cn1c(CCNC(=O)c2ccc(Cl)c(Cl)c2)nnc1SCc1ccc(Cl)c(Cl)c1
 : 1%, /, -3%, -4%, -1%, -1%, 6%, 1.4
> O=C(NNC(=O)c1cc([N+](=O)[O-])ccc1Cl)c1cccnc1
 : 10%, -2, -2%, -3%, 1%, -1%, 25%, 1.4

# Two of the compounds above, comma-delimited.
Molecule,EPAC2 antag,PI5P4Ka inh,PLK1 PBD block,EPAC1 agonist,MmCpn inh,WRN inhibitor,EPAC1 antagonist,CCT modulator
CN(Cc1ccccc1)C(=O)COC(=O)c1c[nH]c2ccccc12,-15%,-10,-14%,8%,/,5%,2%,-1.4
COCCCNC(=O)c1cc(S(=O)(=O)N2CCC3(CC2)OCCO3)ccc1F,-10%,-2,6%,-4%,/,-3%,9%,1.0

# Screens: PubChem, National Center for Advancing Translational Sciences (NCATS)
